# Screening results from PubChem.
# HIV fusion peptide: cell-free HIV fusion peptide-binding blockers – biochemical, uHTS, fluorescence dequenching, primary screen (AID 1986); cell-free peptide binding, fluorescence dequenching, 30 min; higher % means a stronger effect; one-dose inhibition, % at 20 µM; IC50 in µM for titrated hits; 0.3% of 290,000 active; in the data active = inhibition mostly above about 52%, no sharp cut-off; inactive = mostly below about 76%; also: some results filed as inactive read as strong as hits
# KOR beta-arrestin-1: kappa opioid receptor activators – cell-based, luminescence, uHTS, primary screen (AID 1777); 0.02% of 280,000 active; KOR beta-arrestin recruitment, luminescence; higher % means a stronger effect; activation, % at 10 µM; hits with a dose series show EC50 in µM; in the data active = activation above about 50%, passing the limit was not always enough; also: a part of the inactive calls stands beside numbers as strong as those of hits
# NOD1 inhibition: inhibition of NOD1-driven NF-kB reporter – cell-based, luminescence, uHTS, primary screen (AID 1578) | NOD1-driven NF-kB luciferase reporter cells, luminescence; higher % means a stronger effect | 1% of 290,000 active | inhibition, % at 4 µM; hits with a dose series show EC50 in µM; in the data active = inhibition mostly above about 36%, no sharp cut-off; inactive = mostly below about 34%;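 also: HEK-293T reporter cells stimulated with the NOD1 agonist gamma-tri-DAP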
# SIAH1 antagonists: blockers of Siah-1 interaction with plectin peptide – biochemical, fluorescence polarization, rhodamine-plectin, uHTS, primary screen (AID 1817) | displacement, % at 20 µM, or IC50 in µM where a hit was titrated | Siah-1 / rhodamine-plectin peptide fluorescence polarization; higher % means a stronger effect | 0.02% of 290,000 active;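 active = displacement of at least 50% at 20 µM, with a fluorescence ratio check between 0.3 and a set limit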;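 also: plate controls were Siah plus tracer with DMSO for no effect and tracer alone without Siah for full effect; strong numbers were not always called active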
# NOD2 inhibition: inhibition of NOD2-driven NF-kB reporter – cell-based, luminescence, uHTS, HEK293 (AID 1566); inhibition, % at 4 µM, or EC50 in µM where a hit was titrated; HEK293 NOD2/NF-kB luciferase reporter, luminescence; higher % means a stronger effect; 0.63% of 290,000 active; also: many of its hits are not listed in these tables
# Salmonella PhoP GFP: PhoP-dependent GFP reporter repression – Salmonella Typhimurium, primary screen (AID 1863). S. Typhimurium PhoP-regulated promoter GFP reporter, 4 h; higher % means a stronger effect. 0.16% of 300,000 active. inhibition, % at 50 µM, or IC50 in µM where a hit was titrated;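 active = inhibition over 29.93%, a cutoff 3 SD above the screen mean, later confirmed by dose response; inconclusive = inhibition over 29.93% but no dose response follow-up; inactive = inhibition at most 29.93% or unconfirmed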;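 also: 0% = low Mg2+ inducing control and 100% = high Mg2+ repressing control; strong numbers were not always called active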
# KOR beta-arrestin-2: kappa opioid receptor blockers – cell-based, luminescence, uHTS (AID 1778); KOR beta-arrestin recruitment, luminescence, antagonist mode; higher % means a stronger effect; 0.091% of 290,000 active; inhibition, % at 10 µM, or IC50 in µM where a hit was titrated; also: strong numbers were not always called active
# LYP phosphatase: inhibitors of LYP phosphatase, biochemical, fluorescence intensity, uHTS (AID 1779); recombinant LYP phosphatase, fluorescence intensity; higher % means a stronger effect; one-dose inhibition, % at 11.5 µM; IC50 in µM for titrated hits; 0.054% of 290,000 active;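 also: plate controls were vehicle with enzyme for no effect and no enzyme for full effect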
# Myeloid diff MLP: myeloid differentiation induction | 1% of 360,000 active | calls only at 10 µM | ER-HoxA9 myeloid progenitors, lysozyme-GFP differentiation, flow cytometry;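 active = normalized GFP-positive differentiation at or above the plate's own cutoff, the solvent-only control mean plus 3 SD; inconclusive = no clear call, values can overlap the other calls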;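 also: cells exposed to compound for four days before flow analysis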
# Myeloid diff MLP GFP+ MAC1+ %: also measured in Myeloid diff MLP; calls as there; GFP+ MAC1+ double positive, %; measured here: differentiation confirmed by MAC1 staining
# An asterisk follows results filed as active; i = inactive; ? = inconclusive; . = not tested or not shown; + = active, no number; & = joins results of further samples; [ ] = another dose, or the depositor's remark. Rule as the data show it, unless noted: active = inhibition above about 50%; inactive = the rest. A portion of the library (hit frequency here may not be typical).
SMILES,HIV fusion peptide,KOR beta-arrestin-1,NOD1 inhibition,SIAH1 antagonists,NOD2 inhibition,Salmonella PhoP GFP,KOR beta-arrestin-2,LYP phosphatase,Myeloid diff MLP,Myeloid diff MLP GFP+ MAC1+ %
Cc1cc(NS(=O)(=O)c2ccc(NC(=S)NC(=O)c3ccncc3)cc2)no1,-0.5%,3.1%,-4%,0%,15%,15%,34%,-9%,i,0.6
CCN(CC)S(=O)(=O)c1ccc(O)c(C(=O)OCC(=O)NC2CCCC2)c1,1.5%,-4.0%,0%,0%,11%,1%,18%,-4%,i,0.4
CC(=O)Nc1ncc(N=Nc2cccc(C(F)(F)F)c2)s1,0.6%,-3.0%,-13%,-3%,-12%,3%,13%,-6%,?,.
CCOc1cc2[nH]c(=S)n(CCCN(CC)CC)c(=O)c2cc1OCC,-1.5%,12%,-12%,-6%,18%,-3%,18%,-6%,i,0.5
Clc1cc(Br)ccc1OCCOCCN1CCOCC1,0.9%,2.0%,-25%,4%,-10%,10%,-2%,0%,i,0.2
O=C(O[C@@H]1Cc2c(O)cc(O)cc2O[C@@H]1c1cc(O)c(O)c(O)c1)c1cc(O)c(O)c(O)c1,17%,-2.1%,5%,40%,19%,1%,22%,-4%,.,.
CCOC(=O)C1(Cc2ccc(Cl)cc2)CCN(CCCn2cccn2)CC1,-0.2%,.,-26%,-3%,6%,-7%,-42%[20 µM],1%,i,0.4
CN1C(=O)c2cccc3c(S(N)(=O)=O)ccc1c23,-0.2%,-2.1%,-20%,12%,3%,-3%,-49%[20 µM],-6%,i,0.4
O=C(c1ccc(Cl)c(S(=O)(=O)N2CCOCC2)c1)N1CCCCC1,1.1%,.,-26%,4%,8%,-6%,-32%[20 µM],-8%,i,0.4
Nc1cc(-c2ccccc2)ccc1O,4.4%&-3.0%,1.0%&-0.6%,-7%&7%,-4%&19%,-6%&15%,1%&-5%,14%&5%,2%&-7%,i,0.8
COc1ccc(C(=O)NC(=S)NNC(=O)Cc2cccs2)cc1,-0.3%,-0.9%,6%,-7%,6%,-4%,-25%,-2%,i,1.1
Cc1ccc(-c2nc(S(=O)(=O)c3ccc(C)cc3)c(SCC(N)=O)o2)cc1,-0.2%,-6.5%,16%,3%,14%,-3%,0%,-2%,i,1.2
COc1ccc(CCNC(=O)COC(=O)COc2ccc(Cl)cc2)cc1OC,0.1%,-6.2%,-43%,1%,7%,-6%,-9%,-2%,i,0.2
CC(=O)c1ccc(NC(=O)/C(=C\c2ccccc2)NC(=O)/C=C/c2ccccc2)cc1,-0.7%,-2.7%,10%,0%,-2%,6%,1%,-5%,i,0.7
O=C1c2ccccc2-c2c1cccc2C(=O)N1CCOCC1,-0.9%,-6.0%,-19%,3%,8%,7%,-4%,-7%,i,1.4
CCCC(=O)Nc1ccc(C(N)=O)cc1,-1.6%,1.1%,-24%,-4%,4%,-7%,-9%,0%,i,0.9
CC(C)Cn1c(-c2nn(C)cc2Cl)n[nH]c1=S,-2.5%,3.6%,-5%,1%,10%,-7%,11%,-4%,i,0.9
CCCCCn1c(SCCOCC)nc2c1c(=O)[nH]c(=O)n2C,0.1%,-5.5%,0%,-1%,16%,0%,-18%,-5%,i,2.8
Cc1ccc(NCC(O)C(O)C(O)CO)c(N=Nc2ccccc2)c1C (stereo not given),-7.0%,-3.2%,4%,2%,1%,12%,26%,1%,i,0.5
COc1ccc(Cl)cc1Nc1nc(-c2sc(NC(=O)CC(C)C)nc2C)cs1,5.7%,-0.9%,-14%,2%,29%,-3%,4%,-3%,i,0.7
CC(=O)Nc1ccc2oc(-c3cc(F)c(F)cc3Cl)nc2c1,0.8%,4.3%,-44%,0%,-158%,2%,0%,-6%,i,0.8
COCCC(=O)N1CCC(Oc2ccc(C(=O)NCc3csc(C)n3)cc2)CC1,-1.6%,-3.0%,-16%,-1%,14%,3%,3%,-10%,i,2.0
Cc1cc(C(=O)CSc2nn3c(=O)c(C(C)(C)C)nnc3s2)c(C)n1-c1ccc(F)cc1,6.1%,0.1%,9%,0%,6%,3%,5%,1%,i,0.6
CSc1ncccc1C(=O)NCC12CC3CC(CC(C3)C1)C2,0.9%,-1.8%,-22%,1%,-22%,-8%,-8%,-7%,i,0.5
Fc1ccc(C(c2nnnn2C2CCCC2)N2CCN(Cc3ccccc3)CC2)cc1 (stereo not given),-0.6%,-2.7%,3%,-2%,-2%,-11%,-9%,-5%,i,2.0
O=S1(=O)CCN2C=C(Cl)C=C(Cl)C2=N1,-0.7%,-4.1%,-33%,13%,20%,6%,-4%,-8%,i,2.3
COc1ccc(OC(C)C(=O)Nc2cccc(F)c2)cc1 (stereo not given),-0.8%,-0.9%,-32%,-1%,-2%,4%,-6%,-2%,i,0.1
COC(=O)c1ccccc1NC(=O)CN1CCCCC1,2.2%,-2.4%,-22%,6%,17%,8%,-39%[20 µM],-9%,i,0.0
O=C(c1c[nH]c(C(=O)C(Cl)(Cl)Cl)c1)c1ccccc1Br,0.3%,-4.5%,-19%,2%,15%,1%,-3%,-3%,i,0.5
CCOC(=O)Cc1csc(NC(=O)CSc2cc(Cl)ccc2Cl)n1,0.7%,4.3%,-5%,4%,21%,-6%,15%,-4%,i,1.0
COc1ccc(OCc2cc(C(=O)NCCc3ccccc3)no2)c(Cl)c1,0.5%,4.5%,-19%,7%,-27%,0%,-62%,-7%,?,.
C[C@H](O)c1[nH]c2cc(F)ccc2c1[C@H](C)O,13%,0.2%,-18%,2%,-28%,5%,-29%[20 µM],-8%,i,1.7
CCOc1ccc(NC(=O)CN2CCN(CC(=O)Nc3ccccc3OC)CC2)cc1,0.0%,-1.5%,-7%,2%,-9%,-6%,-19%,3%,i,0.2
COC(=O)Cn1c(O)c(N=NC(=O)c2ccc3c(c2)OCO3)c2ccccc21,0.1%,-3.6%,-33%,10%,-22%,2%,-22%,-8%,i,0.5
CC(=O)c1ccc(NS(=O)(=O)c2ccc3c(c2)N(C(C)=O)CCO3)cc1,3.0%,3.0%,-6%,-1%,10%,-1%,-49%,-5%,i,4.1
COc1ccc(Cl)cc1C(=O)NNC(=O)CSc1nnc2ccccn12,-0.8%,6.5%,-30%,0%,7%,-1%,-2%,1%,i,0.8
CCN(CC)C(=O)c1sc(NC(=O)Cc2ccccc2)c(C#N)c1C,0.3%,-1.4%,-18%,2%,9%,4%,-47%,-8%,i,1.3
N#Cc1c(N(CCO)CCO)nc(N)c2c(N)nc3c(c12)CC(=O)N3Cc1cccs1,14%,0.4%,1%,1%,11%,-15%,8%,-8%,i,0.4
CCOC(=O)Cc1ccc2sc(-c3ccccc3)nc2c1,-2.0%,1.4%,-36%,6%,-40%,39%,-5%,-2%,i,0.6
O=c1[nH]c2ccccc2nc1/C=C(\O)C(F)F,23%,-1.1%,21%,-3%,-14%,2%,-3%,-4%,i,0.7
Cc1cc(C)c2nc(-c3ccccn3)cc(C(=O)N3CCCC3)c2c1,2.5%,-3.4%,-17%,-6%,-5%,6%,-2%,-2%,i,0.8
Cc1ccccc1N=C(NOCc1ccccc1)c1nonc1N,-0.4%,-2.1%,-25%,4%,21%,10%,12%,-4%,i,0.5
S=C(NCCCc1ccccc1)Nc1ccccc1Cl,2.9%,6.4%,-18%,6%,26%,9%,-46%,-2%,i,0.8
CC1Cc2ccccc2N1C(=O)CN1C(=O)NC(C)(c2ccc3c(c2)OCCO3)C1=O (stereo not given),-1.4%,2.0%,4%,-3%,12%,6%,-29%,-4%,i,2.3
CC(C)N(Cc1cc2ccccc2[nH]c1=O)C(=O)C(C)(C)C,1.4%,-4.2%,-5%,3%,3%,5%,-8%,-9%,i,0.8
O=C(Nc1ccccc1O)c1ccc2c(c1)C(=O)N(c1ccccc1)C2=O,-0.2%,4.1%,-24%,9%,6%,-1%,-14%,-7%,i,0.4
COc1cc(C(=O)N2CCN(c3ccc(C)cc3C)CC2)cc(OC)c1OC,-0.3%,-4.7%,1%,3%,5%,6%,11%,12%,?,.
Cc1cc(NC(=O)c2cccnc2)ccc1NC(=O)c1cc2ccccc2o1,1.3%,12%,-28%,3%,24%,-5%,2%,-6%,i,0.8
Cc1cccc(OC(C)C(=O)N2CCCN(C)CC2)c1C (stereo not given),-0.6%,0.1%,-6%,-1%,2%,-3%,5%,-6%,i,0.3
CC(C)N1CCC(N2CCN(Cc3ccc(Oc4ncccn4)cc3)CC2CCO)CC1 (stereo not given),-1.5%,.,3%,-2%,-25%,-12%,-34%,-7%,i,0.3
# Next part.
SMILES,HIV fusion peptide,KOR beta-arrestin-1,NOD1 inhibition,SIAH1 antagonists,NOD2 inhibition,Salmonella PhoP GFP,KOR beta-arrestin-2,LYP phosphatase,Myeloid diff MLP,Myeloid diff MLP GFP+ MAC1+ %
CCn1c(SCC(=O)N2CCN(S(=O)(=O)c3ccccc3)CC2)nnc1-c1cccs1,0.3%,-2.8%,11%,3%,17%,-5%,3%,-5%,i,0.4
O=C(c1ccc2oc(Cc3ccc(Cl)cc3)nc2c1)N1CCCCC1CCO (stereo not given),0.1%,1.3%,10%,-1%,8%,-7%,-17%,-7%,i,0.5
Cc1ccc(/C=N/NC(=O)c2cccc(NC(=O)c3ccccc3Cl)c2)o1,-2.5%,-1.2%,-25%,-2%,13%,8%,-38%,-2%,+,1.0*
O=C(O)c1cc(Cl)c(Cl)cc1C(=O)Nc1cccc2ncccc12,22%,-4.6%,-35%,72%,8%,-3%,-11%,-6%,i,1.1
Cc1ccc(S(=O)(=O)/N=C(/Sc2ccccc2C(=O)O)c2ccccc2)cc1,4.5%,3.6%,-26%,-4%,-3%,-18%,12%,2%,i,1.4
Cc1cccc(OCC(O)CN2CCN(C3CCCCC3)CC2)c1 (stereo not given),-3.4%,-0.3%,1%,2%,-14%,-7%,-3%,-10%,i,0.6
COc1ccccc1Oc1ccc(-c2cnc3ccccc3n2)cc1[N+](=O)[O-],-2.1%,0.0%,10%,11%,16%,-5%,-32%[20 µM],4%,i,0.0
CCn1c(=O)n(CC)c2cc(S(=O)(=O)Nc3c(C)cccc3C)ccc21,0.6%,2.5%,10%,3%,7%,8%,0%,-3%,i,1.5
COc1ccc(-c2c(C#N)c(N)nc3c2CCc2ccccc2-3)cc1OC,1.2%,4.2%,1%,-4%,-87%,-13%,-56%,-9%,.,.
CNc1nc(Cl)nc(Nc2ccccc2)n1,-1.2%,-5.1%,-9%,-1%,-19%,3%,28%,-3%,i,0.4
Cc1cccc(Cc2nnc(CCC(=O)NCc3cnc4ccccn34)o2)c1,-0.7%,2.6%,-22%,-1%,-3%,4%,-36%,-7%,i,1.1

# Complete entries, looked up by structure. Order of values: HIV fusion peptide	KOR beta-arrestin-1	NOD1 inhibition	SIAH1 antagonists	NOD2 inhibition	Salmonella PhoP GFP	KOR beta-arrestin-2	LYP phosphatase	Myeloid diff MLP	Myeloid diff MLP GFP+ MAC1+ %
# S=C(NCCCc1ccccc1)Nc1ccccc1Cl is entered as 2.9%	6.4%	-18%	6%	26%	9%	-46%	-2%	i	0.8
# CCN(CC)C(=O)c1sc(NC(=O)Cc2ccccc2)c(C#N)c1C is entered as 0.3%	-1.4%	-18%	2%	9%	4%	-47%	-8%	i	1.3
